Screens as filed in PubChem BioAssay.
BH1578 lux ind – inducers of Vibrio cholerae quorum light production without autoinducers; AID 588436; actives 0.16% (n = 350,000); V. cholerae BH1578 lux reporter, luminescence, 6 h; activation, % at 18.7 µM; in the data active means activation mostly above about 9.7%, no sharp cut-off; further: not every result past the cut was called active; inactives centre near 0; reference of the scale not given here
Mtb FBA inh – inhibitors of M. tuberculosis fructose-bisphosphate aldolase. P9WQA3. purified M. tuberculosis FBA, fluorescence read-out. inhibition, % at 1 µM. actives 2.3% (n = 360,000); in the data active means inhibition above about 27%;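 further: 0% = vehicle and 100% = reference inhibitor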
3CLpro inhibitor – SARS-CoV 3CLpro protease inhibition. P0C6X7. actives 0.14% (n = 290,000). inhibition, % at 6 µM. recombinant SARS-CoV 3CLpro, quenched FRET peptide cleavage; in the data active means inhibition above about 12%
Rv3671c inh – inhibitors of M. tuberculosis serine protease Rv3671c; inhibition, % at 5.96 µM; actives 0.048% (n = 320,000); AID 2606; in the data active means inhibition above about 38%;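 further: extracellular domain of Rv3671c used as enzyme; 0% = enzyme with DMSO and 100% = no enzyme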
Target sequence (P9WHR9 whole entry, looked up, the tested form may be a part): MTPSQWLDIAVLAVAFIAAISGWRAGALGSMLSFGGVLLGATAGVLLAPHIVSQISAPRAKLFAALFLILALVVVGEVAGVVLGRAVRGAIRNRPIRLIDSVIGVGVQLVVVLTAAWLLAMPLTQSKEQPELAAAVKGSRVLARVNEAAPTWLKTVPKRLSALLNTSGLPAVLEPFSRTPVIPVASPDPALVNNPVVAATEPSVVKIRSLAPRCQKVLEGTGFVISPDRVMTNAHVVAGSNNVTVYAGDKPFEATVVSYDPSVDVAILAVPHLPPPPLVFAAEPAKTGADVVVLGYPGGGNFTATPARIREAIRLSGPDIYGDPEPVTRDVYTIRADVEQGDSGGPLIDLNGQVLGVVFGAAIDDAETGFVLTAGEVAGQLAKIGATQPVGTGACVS
BioA inh – blocks M. tuberculosis BioA enzyme activity | purified M. tuberculosis BioA enzyme, plate reader | actives 0.096% (n = 360,000) | AID 602481 | inhibition, % at 9.99 µM; in the data active means inhibition above about 40%
Mtb UGM inh – blocks M. tuberculosis UGM enzyme. P9WIQ1. purified UGM, fluorescence polarization probe displacement. inhibition, % at 10 µM. actives 0.06% (n = 320,000). AID 504406; in the data active means inhibition above about 10%, passing the limit was not always enough
Target sequence (P9WIQ1 whole entry, looked up): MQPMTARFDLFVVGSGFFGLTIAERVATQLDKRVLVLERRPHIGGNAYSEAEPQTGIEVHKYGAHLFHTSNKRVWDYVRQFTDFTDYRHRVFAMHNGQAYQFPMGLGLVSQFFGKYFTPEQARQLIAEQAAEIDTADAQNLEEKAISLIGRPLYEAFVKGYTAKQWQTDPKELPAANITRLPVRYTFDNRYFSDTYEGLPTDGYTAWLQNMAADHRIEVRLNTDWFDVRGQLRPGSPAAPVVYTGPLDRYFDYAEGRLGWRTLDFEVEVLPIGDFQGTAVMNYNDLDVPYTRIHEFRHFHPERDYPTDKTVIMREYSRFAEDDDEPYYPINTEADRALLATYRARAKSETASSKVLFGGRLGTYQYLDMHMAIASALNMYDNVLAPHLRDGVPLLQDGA
PriA SSB inh – inhibitors of Klebsiella pneumoniae PriA binding to SSB C-terminal tail; AID 1272365; AlphaScreen SSBct-PriA binding, biotinylated peptide; actives 0.6% (n = 430,000); inhibition, % at 33 µM; in the data active means inhibition mostly above about 37%, no sharp cut-off; inactive means mostly below about 20%;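 further: plate controls were negative control peptide for no effect and reference peptide for full effect; strong numbers were not always called active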
MazF activator – increases E. coli MazEF RNase cleavage of RNA; FAM/BHQ RNA-DNA oligo cleavage fluorescence, 5 h; activation, % at 20 µM; actives 0.32% (n = 350,000); AID 504720; in the data active means activation above about 50%
Target sequence (P0AE70 whole entry, looked up): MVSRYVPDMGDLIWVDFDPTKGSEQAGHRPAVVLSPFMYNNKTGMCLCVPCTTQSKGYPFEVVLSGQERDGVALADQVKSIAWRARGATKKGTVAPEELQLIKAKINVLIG
VHR inh abs – blocks human VHR1 dual specificity phosphatase; actives 0.52% (n = 290,000); inhibition, % at 13.3 µM; recombinant VHR phosphatase, pNPP absorbance; in the data active means inhibition above about 50%; further: some compounds called inactive have numbers as strong as hits
GDH-TPI counter – counter-screen for M. tuberculosis FBA inhibitors: GDH-TPI coupled enzymes. actives 1.2% (n = 360,000). GDH-TPI coupled enzyme counterscreen, NADH absorbance. inhibition, % at 4.8 µM; in the data active means inhibition above about 30%;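 further: 0% = DMSO wells and 100% = wells lacking the enzyme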
An asterisk follows results filed as active; & = joins results of further samples. Not all compounds are listed; count on the stated rates, not on these rows.

Results for CCNC(=O)N1c2ccccc2Sc2ccccc21 ?
BH1578 lux ind: -0.3; Mtb FBA inh: -1.1; 3CLpro inhibitor: 1.8; Rv3671c inh: 0.2; Mtb UGM inh: -1.0; PriA SSB inh: 5.3; MazF activator: -4.9; VHR inh abs: 11.8; GDH-TPI counter: 2.0

What do the screens show for `CN1\C(=C/C=C/C=C/C=[N+](C)C)C(C)(C)c2ccccc21`?
BH1578 lux ind: -0.2; Mtb FBA inh: -10.1; 3CLpro inhibitor: -1.6; MazF activator: 477.0*; VHR inh abs: 22.6; GDH-TPI counter: -4.8

What do the screens show for `C=CCc1ccccc1OCCNCCCOC`?
BH1578 lux ind: -0.2; Mtb FBA inh: 3.4; 3CLpro inhibitor: -0.7; Rv3671c inh: 2.5; Mtb UGM inh: 1.7; PriA SSB inh: 3.6; MazF activator: 8.5; VHR inh abs: -12.8; GDH-TPI counter: -1.5

What do the screens show for `CS(=O)(=O)c1ccc(C2=C(CNC(=O)c3cccs3)[C@H]3CC[C@@H](C2)N3Cc2ccco2)cc1`?
BH1578 lux ind: -0.5; Mtb FBA inh: 2.7; BioA inh: -0.5; MazF activator: -5.9; GDH-TPI counter: 5.2

Results for CCc1nc(NCc2ccccn2)c2oc3ccccc3c2n1 ?
BH1578 lux ind: inactive; Mtb FBA inh: 6.8; Rv3671c inh: 4.2; BioA inh: 3.5; Mtb UGM inh: -0.6; PriA SSB inh: -12.6; MazF activator: 7.2; VHR inh abs: 20.6; GDH-TPI counter: 15.2

How did CCOCCCNC(=O)NC(=O)CN1CCN(S(=O)(=O)c2ccc3c(c2)OCCO3)CC1 do in these assays?
BH1578 lux ind: inactive; Mtb FBA inh: -0.9; 3CLpro inhibitor: 1.0; Rv3671c inh: -0.5; Mtb UGM inh: -0.6; PriA SSB inh: -8.3; MazF activator: -1.3; VHR inh abs: 17.4; GDH-TPI counter: 13.0

Results for C=C1C(=O)O[C@H]2C1CC[C@@](C)(O)C13C=CC(C)(C21)C1(C3)C(=O)O[C@@H]2C3C(C)=CCC3[C@](C)(O)C[C@H](OC(C)=O)C21 (some centres not stated) ?
BH1578 lux ind: inactive; Mtb FBA inh: -0.9; 3CLpro inhibitor: -0.4; Rv3671c inh: -15.3; BioA inh: -0.9; Mtb UGM inh: -0.6; PriA SSB inh: -15.9; MazF activator: -2.9; VHR inh abs: -11.7; GDH-TPI counter: 0.9

What do the screens show for `CN1CCN(c2nc(N)c(Br)c(Cl)n2)CC1`?
BH1578 lux ind: -0.7; Mtb FBA inh: 3.5; 3CLpro inhibitor: 0.8; Rv3671c inh: -3.4; BioA inh: -2.4; Mtb UGM inh: 0.5; PriA SSB inh: -4.8; MazF activator: 13.6; VHR inh abs: 18.9; GDH-TPI counter: 8.8

Results for CC1CCN(C(=O)CSc2nc3cccnc3n2C)CC1 ?
BH1578 lux ind: 2.8; Mtb FBA inh: -4.4; 3CLpro inhibitor: 2.5; Rv3671c inh: -7.1; BioA inh: 0.2; Mtb UGM inh: -1.9; PriA SSB inh: -28.0; MazF activator: 2.8; VHR inh abs: 16.5; GDH-TPI counter: 16.5

Results for Cc1ccc(-c2nc3ncccn3c2NC2CCCCC2)o1 ?
BH1578 lux ind: 0.1; Mtb FBA inh: 1.8; 3CLpro inhibitor: -2.1; Rv3671c inh: 5.7; Mtb UGM inh: -1.2; PriA SSB inh: 5.2; MazF activator: -4.0; VHR inh abs: 29.6; GDH-TPI counter: -1.8

Results for CCOCCCNC(=O)Cn1nc(Cc2ccncc2)c2ccccc2c1=O ?
BH1578 lux ind: inactive; Mtb FBA inh: 3.0; 3CLpro inhibitor: 0.3; Rv3671c inh: 0.0; BioA inh: -0.4; Mtb UGM inh: -3.8; PriA SSB inh: 4.9; MazF activator: 6.1; VHR inh abs: 17.0; GDH-TPI counter: 8.0

Results for O=C(NCc1ccc2c(c1)OCO2)C1CCCN1C(=O)Nc1cccc(Cl)c1 (configuration not stated) ?
BH1578 lux ind: 5.6*; Mtb FBA inh: -3.4; 3CLpro inhibitor: 0.0; Rv3671c inh: -0.6; BioA inh: -2.3; Mtb UGM inh: -0.5; PriA SSB inh: 4.1; MazF activator: 3.8; VHR inh abs: 10.5; GDH-TPI counter: 10.7

Results for O=S(=O)(c1ccc2nc(-c3ccccc3)[nH]c2c1)N1CCN(c2ccc(Cl)cc2)CC1 ?
BH1578 lux ind: -0.4; Mtb FBA inh: -2.1; 3CLpro inhibitor: -4.6; Rv3671c inh: -82.5; BioA inh: -1.5; Mtb UGM inh: -0.9; PriA SSB inh: -1.0; MazF activator: -22.3; VHR inh abs: 22.9; GDH-TPI counter: 7.4

What do the screens show for `N#Cc1nc(COc2ccccc2)oc1NCCN1CCOCC1`?
BH1578 lux ind: -0.3; Mtb FBA inh: 3.2; 3CLpro inhibitor: 3.6; Rv3671c inh: 7.6; BioA inh: 3.0; Mtb UGM inh: -1.6; PriA SSB inh: -3.7; MazF activator: 5.2; VHR inh abs: 21.9; GDH-TPI counter: -4.5

How did CN1CCC(OC(=O)c2ccccc2)CC1 do in these assays?
BH1578 lux ind: -11.1; Mtb FBA inh: 4.8; 3CLpro inhibitor: -0.7; Rv3671c inh: 5.0; BioA inh: -2.9; Mtb UGM inh: 3.7; PriA SSB inh: -2.8; MazF activator: 5.2; VHR inh abs: 3.0; GDH-TPI counter: 7.0

Overlap with the part before: 3 compounds, followed by the next part.
Results for O=S(=O)(c1ccc2nc(-c3ccccc3)[nH]c2c1)N1CCN(c2ccc(Cl)cc2)CC1 ?
BH1578 lux ind: -0.4; Mtb FBA inh: -2.1; 3CLpro inhibitor: -4.6; Rv3671c inh: -82.5; BioA inh: -1.5; Mtb UGM inh: -0.9; PriA SSB inh: -1.0; MazF activator: -22.3; VHR inh abs: 22.9; GDH-TPI counter: 7.4

What do the screens show for `N#Cc1nc(COc2ccccc2)oc1NCCN1CCOCC1`?
BH1578 lux ind: -0.3; Mtb FBA inh: 3.2; 3CLpro inhibitor: 3.6; Rv3671c inh: 7.6; BioA inh: 3.0; Mtb UGM inh: -1.6; PriA SSB inh: -3.7; MazF activator: 5.2; VHR inh abs: 21.9; GDH-TPI counter: -4.5

How did CN1CCC(OC(=O)c2ccccc2)CC1 do in these assays?
BH1578 lux ind: -11.1; Mtb FBA inh: 4.8; 3CLpro inhibitor: -0.7; Rv3671c inh: 5.0; BioA inh: -2.9; Mtb UGM inh: 3.7; PriA SSB inh: -2.8; MazF activator: 5.2; VHR inh abs: 3.0; GDH-TPI counter: 7.0

How did CCOC(=O)C1CCCN(c2ncnc3c2cnn3-c2ccc(OC)cc2)C1 (configuration not stated) do in these assays?
BH1578 lux ind: inactive; Mtb FBA inh: 3.0; 3CLpro inhibitor: 0.4; Rv3671c inh: -10.1; BioA inh: 12.8; Mtb UGM inh: 1.4; PriA SSB inh: -6.0; MazF activator: 3.1; VHR inh abs: 2.9; GDH-TPI counter: 0.6

What do the screens show for `Cc1ccc(S(=O)(=O)NCC(=O)OCc2nnc(-c3ccccc3)o2)cc1`?
BH1578 lux ind: -0.2; Mtb FBA inh: 3.3; 3CLpro inhibitor: -0.8; Rv3671c inh: -1.4; BioA inh: 0.2; Mtb UGM inh: 0.1; PriA SSB inh: 9.1; MazF activator: -1.4; VHR inh abs: 21.8; GDH-TPI counter: 6.2

How did CC(C)[C@H](NC(=O)C1CCN(S(=O)(=O)c2ccc(F)cc2)CC1)C(=O)NCc1ccncc1 do in these assays?
BH1578 lux ind: -0.4; Mtb FBA inh: -5.0; 3CLpro inhibitor: -3.2; Rv3671c inh: 0.2; BioA inh: -0.4; Mtb UGM inh: 0.7; PriA SSB inh: -1.2; MazF activator: -1.4; VHR inh abs: 19.0; GDH-TPI counter: -8.2

Results for O=c1cc(-c2ccccc2)nc(/C=C/c2ccccc2)[nH]1 ?
BH1578 lux ind: -7.9; Mtb FBA inh: 0.6; 3CLpro inhibitor: 2.4; Rv3671c inh: 3.8; BioA inh: -2.2; Mtb UGM inh: 2.5; PriA SSB inh: -2.2; MazF activator: 5.2; VHR inh abs: 21.7; GDH-TPI counter: 20.8

What do the screens show for `Cc1nn2c3ccccc3n(CCN3CCCCC3)c2nc1=O`?
BH1578 lux ind: 0.0; Mtb FBA inh: 32.2*; 3CLpro inhibitor: 0.0; Rv3671c inh: 5.2; BioA inh: -1.7; Mtb UGM inh: -0.3; PriA SSB inh: -10.1; MazF activator: 3.8; VHR inh abs: 13.6; GDH-TPI counter: 6.8

Results for O=C(Cn1c(-c2ccccc2)noc1=O)Nc1ccc(S(=O)(=O)N2CCOCC2)cc1 ?
BH1578 lux ind: -0.3; Mtb FBA inh: -0.3; 3CLpro inhibitor: -5.9; Rv3671c inh: 0.4; Mtb UGM inh: -1.5; PriA SSB inh: -11.5; MazF activator: 12.2; VHR inh abs: 1.9; GDH-TPI counter: -5.5

How did CCCNC(=O)C(=O)NCC1CCCN1CC (configuration not stated) do in these assays?
BH1578 lux ind: -2.9; Mtb FBA inh: 29.1*; 3CLpro inhibitor: -0.7; Rv3671c inh: 9.2; BioA inh: -1.1; Mtb UGM inh: -0.3; PriA SSB inh: 12.3; MazF activator: 2.6; VHR inh abs: 22.3; GDH-TPI counter: -2.5

What do the screens show for `Cc1ccc(-c2nc(CCNC(=O)c3ccco3)cs2)cc1`?
BH1578 lux ind: inactive; Mtb FBA inh: 0.5; Rv3671c inh: 0.9; BioA inh: -0.2; PriA SSB inh: -6.0&-7.9; MazF activator: -4.0; GDH-TPI counter: -10.8

What do the screens show for `O=C(CN1CCOCC1)N1CCN(c2ccc([N+](=O)[O-])cc2)CC1`?
BH1578 lux ind: 0.2; Mtb FBA inh: -13.1; 3CLpro inhibitor: -1.9; Rv3671c inh: -2.5; Mtb UGM inh: -3.7; PriA SSB inh: 1.7; MazF activator: 7.3; VHR inh abs: 17.3; GDH-TPI counter: 6.0

How did CCOc1ccccc1Nc1nnc(SCC(=O)NC2CC2)s1 do in these assays?
BH1578 lux ind: inactive; Mtb FBA inh: -2.9; Rv3671c inh: -3.3; BioA inh: 0.1; Mtb UGM inh: -1.2; PriA SSB inh: 1.8; MazF activator: -0.4; GDH-TPI counter: 5.4

How did COc1ccc(/C=C/c2ccc(=O)n(Cc3ccccc3)n2)cc1 do in these assays?
BH1578 lux ind: 0.7; Mtb FBA inh: 11.3; 3CLpro inhibitor: 5.7; Rv3671c inh: -2.8; Mtb UGM inh: -0.3; PriA SSB inh: -18.6; MazF activator: 5.7; VHR inh abs: 8.6; GDH-TPI counter: 2.2

What do the screens show for `O=C(CSCc1ccc(Br)cc1)N1CCOCC1`?
BH1578 lux ind: -0.4; Mtb FBA inh: -0.4; 3CLpro inhibitor: -4.5; Rv3671c inh: 4.0; BioA inh: -1.0; Mtb UGM inh: 0.8; PriA SSB inh: -2.8; MazF activator: 5.3; VHR inh abs: 16.9; GDH-TPI counter: -3.5

How did CCCNC(=O)c1cc(C2CCCCN2S(=O)(=O)c2ccc(OC)cc2)on1 (configuration not stated) do in these assays?
BH1578 lux ind: -0.7; Mtb FBA inh: -0.4; BioA inh: 0.9; GDH-TPI counter: 6.4

Results for COc1ccc(C(C)(C)C)cc1NC(=O)C1=CC=CN2CCS(=O)(=O)N=C12 ?
BH1578 lux ind: inactive; Mtb FBA inh: -0.2; Rv3671c inh: 1.8; Mtb UGM inh: -0.3; PriA SSB inh: -8.0; MazF activator: -2.7; GDH-TPI counter: 18.9

Results for Cc1nnsc1C(=O)NNS(=O)(=O)c1ccccc1 ?
BH1578 lux ind: -7.1; Mtb FBA inh: 2.2; 3CLpro inhibitor: 2.1; Rv3671c inh: -1.6; BioA inh: -0.3; Mtb UGM inh: -0.1; PriA SSB inh: -10.4; MazF activator: 1.3; VHR inh abs: 17.3; GDH-TPI counter: 1.9

Results for CCN(CC)S(=O)(=O)c1cc(NC(=O)C(C)Nc2ccccc2N2CCOCC2)ccc1C (configuration not stated) ?
BH1578 lux ind: -0.4; Mtb FBA inh: 4.0; 3CLpro inhibitor: 4.7; Rv3671c inh: 0.2; BioA inh: -0.9; Mtb UGM inh: 1.2; PriA SSB inh: 0.4; MazF activator: -38.3; VHR inh abs: -0.2; GDH-TPI counter: 2.2
